# KinaseGlo FLuc: blocks Kinase-Glo luciferase, a counter-screen artifact. Q27757. hit rate 0.28% among 200,000. Kinase-Glo luciferase, ATP luminescence, 8 min. Potency, µM (series often up to 38.3 µM), for the others: at the highest dose activity change, negative = inhibition, most hits filed as inhibitors; further: potency means the concentration at half of the fitted maximal effect; on the % scale 0 is the no-effect control and ±100 the full control effect; nearly all actives have a fitted effect of over 60% in size
#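 Substrate mix (final 50 mM imidazole pH 7.2, 50 mM KCl, 7 mM MgCl2, 10 uM ATP, 0.01% Tween 20, 0.05% BSA) plus pin-tool compound, then Kinase-Glo detection mix; 8 min ambient, luminescence read.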
# LMNA splice mod: modulators of lamin A splicing; hit rate 0.01% among 200,000; HeLa LMNA splicing GFP/RFP minigene ratio, 48 h; Potency, µM (highest dose often 46.1 µM), for the others: top-dose ratio change, negative = inhibition, most hits filed as inhibitors; active means well fitted inhibition curve with a large enough effect in the signal ratio, with a control signal flat, not every such curve was filed as active; inconclusive means small, poorly fitted or top-dose-only effect, or effect the other way, or a change in a side signal; the % refers to the signal ratio; further: potency means the concentration at half of the fitted maximal effect; on the % scale 0 is the no-effect control and ±100 the full control effect
#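 S3 HeLa stable clones carrying a lamin A-EGFP splicing minigene plus DsRed2 were seeded at 600 cells/well in Opti-MEM with 2% FBS, pin-dosed and incubated 48 h at 37°C. Acumen cytometry (488 nm) gave the GFP/RFP total-intensity ratio.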
# IMPase Li inh: IMPase inhibition in cells with lithium potentiation | Potency, µM (top dose mostly 59.4 µM), inactives show top-dose activity, negative = IMPase inhibition, most hits filed as inhibitors | AID 1457 | hit rate 0.35% among 210,000 | CHO-M1 cells, IP1 TR-FRET (IP-One), carbachol + lithium;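 further: IP1 builds up when IMPase is blocked and the TR-FRET signal falls; potency means the concentration at half of the fitted maximal effect; plate controls were basal vehicle for no effect and high inhibitor control for full effect; nearly all actives have a fitted effect of over 50% in size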
#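 Lithium-sensitised IP1 accumulation assay; M1-expressing CHO cells treated 30 min at 37C with compound. Competitive antibody detection by time-resolved FRET followed a 10 min room-temperature lysis step.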
# Epigenetic derep: epigenetic control regulation, reporter derepression | hit rate 0.2% among 280,000 | Potency, µM (doses to about 53.9 µM), for the others: at the highest dose GFP activation, hits mostly activators | murine LDR cells, GFP reporter derepression, 30 h; further: potency means the concentration at half of the fitted maximal effect; % of control where 0% means no effect; nearly all actives have a fitted effect of over 60% in size
#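 Murine LDR cells carrying a silenced, genomically integrated CMV-driven GFP reporter were exposed to compound for 30 hours at 37 C. After PBS washes, GFP-positive cells (20–120 um objects) were counted by laser-scanning microplate cytometry.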
# NPSR antag: antagonists of human neuropeptide S receptor cAMP signaling. hit rate 1% among 220,000. CHO-NPSR cells, cAMP TR-FRET, antagonist mode. AID 1461. Potency, µM (top dose mostly 38.3 µM), inactives show top-dose activity change, negative = inhibition, most hits filed as inhibitors; further: potency means the concentration at half of the fitted maximal effect; on the % scale 0 is the no-effect control and ±100 the full control effect; nearly all actives have a fitted effect of over 50% in size; many of its hits are not listed in these tables
# Target sequence (Q6W5P4 whole entry, looked up): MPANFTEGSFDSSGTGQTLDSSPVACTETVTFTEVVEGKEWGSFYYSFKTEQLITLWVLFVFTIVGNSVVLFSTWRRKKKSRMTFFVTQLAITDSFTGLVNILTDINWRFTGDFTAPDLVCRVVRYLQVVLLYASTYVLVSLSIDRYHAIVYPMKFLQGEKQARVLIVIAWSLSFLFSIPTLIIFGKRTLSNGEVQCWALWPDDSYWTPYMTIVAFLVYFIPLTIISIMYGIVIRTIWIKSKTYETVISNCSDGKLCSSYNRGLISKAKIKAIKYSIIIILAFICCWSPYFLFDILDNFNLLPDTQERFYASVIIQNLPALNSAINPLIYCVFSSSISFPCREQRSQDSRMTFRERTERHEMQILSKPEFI
# CBFb-RUNX1 inh: CBF-beta/RUNX1 interaction disruption | Potency, µM (titrated, usually from 59.8 µM), inactives show at the highest dose activity, negative = inhibition, actives largely listed as inhibitors | Q01196+Q13951 | 230,000 tested, under 10 active | AlphaScreen CBFb-His/RUNX1-biotin binding, biochemical; further: % of control where 0% means no effect
# Target sequence (Q01196 whole entry, looked up): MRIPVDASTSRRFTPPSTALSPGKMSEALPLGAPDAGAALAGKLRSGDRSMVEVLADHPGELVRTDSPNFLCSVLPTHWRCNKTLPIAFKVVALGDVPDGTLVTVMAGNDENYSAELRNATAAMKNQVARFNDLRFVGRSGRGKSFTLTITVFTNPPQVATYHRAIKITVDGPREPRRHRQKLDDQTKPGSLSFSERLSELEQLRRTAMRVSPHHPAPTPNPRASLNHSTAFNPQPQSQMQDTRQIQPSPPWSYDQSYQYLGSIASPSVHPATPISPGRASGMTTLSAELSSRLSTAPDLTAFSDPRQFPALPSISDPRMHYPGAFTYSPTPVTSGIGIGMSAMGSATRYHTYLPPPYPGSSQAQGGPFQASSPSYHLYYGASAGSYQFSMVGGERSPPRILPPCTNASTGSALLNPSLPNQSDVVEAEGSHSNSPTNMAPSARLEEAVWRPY
# Target sequence (Q13951 whole entry, looked up): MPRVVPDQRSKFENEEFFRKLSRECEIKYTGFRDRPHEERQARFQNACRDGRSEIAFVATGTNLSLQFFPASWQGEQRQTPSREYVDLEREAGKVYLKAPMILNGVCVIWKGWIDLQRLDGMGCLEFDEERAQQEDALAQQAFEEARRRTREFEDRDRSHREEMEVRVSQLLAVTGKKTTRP
#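 Inhibition was taken as any reduction in AlphaScreen signal from the CBF-beta–RUNX1 pair (His and biotin tags, 30 nM each), measured after compound (15 min) and bead (90 min) incubations at room temperature.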
# HttQ103 aggreg: reduces HttQ103-GFP aggregates in PC12 cells. PC12 HttQ103-GFP aggregates, Acumen cytometry, 40 h. Potency, µM (doses to about 46.1 µM), for inactives: at the highest dose activity change, negative = inhibition, hits mostly inhibitors. hit rate 1.1% among 220,000. AID 1688; further: potency means the concentration at half of the fitted maximal effect; on the % scale 0 is the no-effect control and ±100 the full control effect; nearly all actives have a fitted effect of over 60% in size
#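 Compounds (qHTS titration) were added to PC12 cells expressing an ecdysone-driven HTT exon 1 Q103–GFP fusion after induction with 100 nM tebufenozide. Aggregate formation was measured as GFP objects in cell lysates.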
# Active calls of the source: *; ? = inconclusive; nt = not tested or not shown; & = joins results of further samples; [ ] = another dose, or the depositor's remark. Unless noted, the call rests on the fitted dose curve; in most records, active means well fitted curve in the direction sought with a large enough effect; inconclusive means small, poorly fitted or top-dose-only effect, or another doubt; inactive means no such curve, though single readings can be large; an effect the other way counts as inactive or inconclusive. A portion of the library; rates above refer to the full screens.
SMILES,KinaseGlo FLuc,LMNA splice mod,IMPase Li inh,Epigenetic derep,NPSR antag,CBFb-RUNX1 inh,HttQ103 aggreg
COc1cc2c(cc1OC)-c1cc(=Nc3c(C)cc(C)cc3C)n(C)c(=O)n1CC2,-1.7%&0.2%,?,8.8%&28.8%&1.1%,-0.2%&5.3%&1.5%,?,?,?
COc1cc(-c2nnc(-c3ccccc3)o2)cc(OC)c1OC,0.3%,-17.2%,-0.2%,-1.0%,-12.1%[46.1 µM],6.7%,11.5%
COc1ccc2nc(NC(=O)C3=NN(c4ccccc4)C(=O)CC3)sc2c1,0.1%,-16.1%,8.6%,-1.6%,-18.2%,?,-4.7%
CC(=O)N1CC=CC1(C)C(=O)NCc1cc(F)cc(C(F)(F)F)c1 (stereo not drawn),-0.2%&3.4%,-1.1%,-1.5%&-4.4%,-2.9%&-1.1%,5.1%,2.6%[2.36 µM],6.1%
CN(C)c1ccc(C2(O)C(=O)c3ccccc3C2=O)cc1,2.2%,-0.9%,2.8%,0.0%,8.7%,0.0%,16.5%
Cc1c(NC(=O)COC(=O)C2(c3ccc(F)cc3)CCCC2)c(=O)n(-c2ccccc2)n1C,5.1%,?,22.6%,2.6%,-5.7%,17.6%,5.7%
O=C(O)[C@H](Cc1ccccc1)N1C(=O)c2ccncc2C1=O,5.2%,3.8%,-9.4%[38.3 µM],-1.5%,-4.7%[46.1 µM],-1.1%,15.2%
O=C(OCc1cc2ccccc2[nH]c1=O)C1CCCCC1,nt,2.0%,nt,-5.4%,-4.7%[46.1 µM],4.7%,-13.3%
COc1ccc(-n2c(C)cc(-c3csc(N)n3)c2C)cc1,-8.6%,-3.2%,1.8%,0.0%,-19.5%,-4.5%,0.9%
Cc1ccc(NC(=S)NC2CC3CCC(C2)N3Cc2ccco2)c(C)c1 (stereo not drawn),-1.9%,-5.9%,16.1%,-2.3%,-4.1%[46.1 µM],3.9%,19.1%
O=C(O)CCCc1nc2ccccc2s1,1.5%,8.4%,34.8%[38.3 µM],-1.1%,-7.7%[46.1 µM],-2.6%,?
O=C(CN1CCCc2ccccc21)N/N=C/c1ccccc1O,6.7%,?,18.0%,3.1%,-6.0%,-1.9%,?
CC1CCCC(C)N1S(=O)(=O)c1ccc(S(=O)(=O)N2CCOCC2)cc1 (stereo not drawn),nt,nt,nt,-4.2%,8.3%,14.4%,-5.8%[9.22 µM]
Cn1c(/C=C/N(Cc2ccccc2)c2ccccc2)c([N+](=O)[O-])c(=O)n(C)c1=O,-0.3%,2.4%[46 µM],4.0%,-0.2%,-36.0%,-22.4%,-5.6%
O=c1cc(-c2ccc(O)c(-c3c(O)cc(O)c4c(=O)cc(-c5ccc(O)cc5)oc34)c2)oc2cc(O)cc(O)c12,-2.1%,-2.2%,3.8%,-2.5%,-10.6%,6.3%[2.36 µM],-18.5%
COc1cccc(-c2nnc(-c3ccc(C)o3)o2)c1,-15.1%,-2.5%,3.3%,-1.2%,-25.3%[46.1 µM],8.1%,-0.9%
Cc1c(N2C(=O)SC(CC(=O)O)C2=O)c(=O)n(-c2ccccc2)n1C (stereo not drawn),-3.4%,-2.1%,-3.9%[38.3 µM],-1.1%,-0.8%[46.1 µM],4.2%,9.7%
CN1c2cc3c(cc2N=C(c2ccc(C(=O)O)cc2)c2ccccc21)C(C)(C)CCC3(C)C,-2.0%,nt,11.4%,0.4%,nt,?,nt
Fc1ccc(-c2nnc(CSc3nnc(-c4ccc5c(c4)OCO5)o3)o2)cc1,-0.6%,1.3%,8.8%[38.3 µM],12.9%,-27.5%[46.1 µM],9.9%,-3.8%
C/C(=N\OC(=O)NC(C)C)c1sc(-c2ccccc2)nc1C,-8.9%,-3.0%,4.3%[38.3 µM],-1.4%,-24.4%[46.1 µM],1.5%,11.7%
Nc1nnc(CC(=O)Nc2ccccc2)s1,nt,nt,nt,0.0%,-21.7%,8.4%,-8.2%[9.22 µM]
CCn1c(SCC(=O)NCC2CCCO2)nc2c(c1=O)SC(C)C2 (stereo not drawn),-0.2%,-1.5%,6.2%,-1.0%,4.6%,6.1%,14.8%
O=C(COc1ccc(Cl)cc1Br)N1CCN(c2ccccc2)CC1,12.8%,?,10.5%[38.3 µM],-4.3%,-23.7%[46.1 µM],3.9%,-25.0%
O=C(O)c1ccccc1SCc1cn2cc(Cl)ccc2n1,-0.3%,nt,-8.9%,-1.9%[10.1 µM],1.1%,7.1%,18.7%[9.22 µM]
O=C(NNc1ccc(Cl)cc1)c1cccs1,nt,?,nt,1.1%,10.0%,7.1%,2.4%[9.22 µM]

# Rewritten with bars between the fields: 8 of the compounds above
structure | KinaseGlo FLuc | LMNA splice mod | IMPase Li inh | Epigenetic derep | NPSR antag | CBFb-RUNX1 inh | HttQ103 aggreg
CN1c2cc3c(cc2N=C(c2ccc(C(=O)O)cc2)c2ccccc21)C(C)(C)CCC3(C)C | -2.0% | nt | 11.4% | 0.4% | nt | ? | nt
Fc1ccc(-c2nnc(CSc3nnc(-c4ccc5c(c4)OCO5)o3)o2)cc1 | -0.6% | 1.3% | 8.8%[38.3 µM] | 12.9% | -27.5%[46.1 µM] | 9.9% | -3.8%
C/C(=N\OC(=O)NC(C)C)c1sc(-c2ccccc2)nc1C | -8.9% | -3.0% | 4.3%[38.3 µM] | -1.4% | -24.4%[46.1 µM] | 1.5% | 11.7%
Nc1nnc(CC(=O)Nc2ccccc2)s1 | nt | nt | nt | 0.0% | -21.7% | 8.4% | -8.2%[9.22 µM]
CCn1c(SCC(=O)NCC2CCCO2)nc2c(c1=O)SC(C)C2 (stereo not drawn) | -0.2% | -1.5% | 6.2% | -1.0% | 4.6% | 6.1% | 14.8%
O=C(COc1ccc(Cl)cc1Br)N1CCN(c2ccccc2)CC1 | 12.8% | ? | 10.5%[38.3 µM] | -4.3% | -23.7%[46.1 µM] | 3.9% | -25.0%
O=C(O)c1ccccc1SCc1cn2cc(Cl)ccc2n1 | -0.3% | nt | -8.9% | -1.9%[10.1 µM] | 1.1% | 7.1% | 18.7%[9.22 µM]
O=C(NNc1ccc(Cl)cc1)c1cccs1 | nt | ? | nt | 1.1% | 10.0% | 7.1% | 2.4%[9.22 µM]

# The listing continues:
SMILES,KinaseGlo FLuc,LMNA splice mod,IMPase Li inh,Epigenetic derep,NPSR antag,CBFb-RUNX1 inh,HttQ103 aggreg
Cc1cc(C)cc(NC(=O)c2cc(C)n(Cc3cccs3)c2C)c1,nt,nt,nt,1.5%,9.5%,-4.2%,-3.6%[9.22 µM]
CCCc1nn(C)c(C(=O)Nc2cccc3ccccc23)c1Cl,-1.3%,?,5.8%,0.9%,-11.5%,13.6%,-9.9%
Cc1ccnc(NC(c2ccccc2O)c2oc(CO)cc(=O)c2O)c1 (stereo not drawn),-0.6%,nt,7.9%,-1.9%,-7.2%,-7.6%,-16.7%
Cn1c(N)c(C(=O)N/N=C/c2ccccc2)sc1=S,nt,nt,nt,0.0%,-9.7%,9.0%,-18.8%[9.22 µM]
Clc1ccc(-c2csc(NNC3=NCCCCC3)n2)cc1,0.5%,9.1%,6.7%[38.3 µM],1.4%,-4.0%[46.1 µM],-29.7%,-4.8%
COc1ccc(-n2c3c(c(=O)[nH]c2=O)C(C(F)(F)F)(C(F)(F)F)N=C(CC(C)C)N3)cc1,-2.0%,0.7%,11.1%[38.3 µM],-1.1%,-14.3%[46.1 µM],0.1%,-6.5%
Cc1cc(C)cc(CC(Cc2nc3ccccc3[nH]2)c2nc3ccccc3[nH]2)c1 (stereo not drawn),0.6%,?,21.0%[38.3 µM],0.0%,?,-8.1%,22.4µM*
c1csc(Cc2nc3ccccc3[nH]2)c1,-3.9%,?,10.9%,0.0%,-4.9%[46.1 µM],20.3%,-26.9%
O=C(COc1ccc(-c2ccccc2)cc1)N/N=C/c1cc(O)ccc1Br,-2.8%,?,7.8%,0.9%,-2.9%,-10.2%,-5.2%
COc1cccc(NC(=O)C2CCCN2C(=O)Nc2cccc(F)c2)c1 (stereo not drawn),3.2%,-4.7%,2.3%,0.8%,?,-7.5%,-26.5%
COc1ccc(S(=O)(=O)N2CCN(c3ccc4nnc(-c5ccccc5)n4n3)CC2)cc1,-0.3%,8.8%,4.6%[38.3 µM],2.7%,-28.1%[46.1 µM],-0.5%,-31.1%
O=C(COc1ccccc1Cl)NC(=S)Nc1ccc(CN2CCOCC2)cc1,7.9%,9.3%,15.7%,2.6%,-3.4%,4.1%,-8.4%
O=C(COc1ccccc1-c1ccccc1)N/N=C/c1cccnc1,0.1%,?,-3.5%,5.7%,-8.3%,-9.9%,-4.1%
CN(C)/C=N/c1cnc(C(=O)c2ccc(Cl)cc2)n1C,0.4%,2.6%,5.6%[38.3 µM],0.0%,?,-6.5%,1.9%
CCC1(C)Cc2c(sc3nc(SCC(=O)O)[nH]c(=O)c23)CO1 (stereo not drawn),3.9%,-6.7%,-1.2%,-3.7%,-23.0%[46.1 µM],5.4%,-27.1%
O=C(CSc1ccsc1[N+](=O)[O-])NC1CCCC1,10.0%,nt,-2.4%,6.6%,5.4%,-7.7%,-1.3%
O=C(C[n+]1ccc(/C=N/O)cc1)NC1CCCCC1,2.1%,nt,17.4%,0.0%,13.3%,-1.5%,3.3%
C=CCNC(=S)/N=c1/ccccn1CC,nt,nt,nt,1.6%,11.6%,14.0%,5.5%[9.22 µM]
O=C1CC(c2ccccc2)CC(O)=C1C=NC1CCCCCC1 (stereo not drawn),-2.4%,-0.5%,9.9%[38.3 µM],-1.1%,-26.6%[46.1 µM],-2.6%,-5.1%
O=C(O)[C@H](CSCc1ccccc1)NS(=O)(=O)c1ccc(F)cc1,2.5%,-5.0%,-6.6%,0.1%,11.8%,-1.8%,9.8%
CCc1cc2c(SCC(=O)NC3CCS(=O)(=O)C3)ncnc2s1 (stereo not drawn),-0.5%,17.0%[46 µM],-2.1%,2.9%,10.2%,-7.4%,-5.2%
CNC(=O)C1C2C=CC3(O2)C1C(=O)N(CCOC)C3C(=O)NCc1ccc(OC)cc1 (stereo not drawn),-4.3%,-1.6%,6.9%[38.3 µM],4.1%,0.6%[46.1 µM],3.1%,-13.7%
Cc1ccc(CS(=O)(=O)CCC(=O)NCCC(C)C)cc1,0.5%,6.9%,10.3%[38.3 µM],-2.1%,-1.9%[46.1 µM],4.8%,8.9%
Cc1cc(C(=O)Nc2sc3c(c2C#N)CCC(C)C3)no1 (stereo not drawn),0.8%,-11.4%,1.4%[38.3 µM],0.0%,-16.0%[46.1 µM],7.0%,-3.9%
